Source: PubChem (Broad Institute)
PglD DTNB = C. jejuni PglD acetyltransferase inhibitors, primary screen, biochemical, DTNB colorimetric, single point; 360,000 tested, 0.098% active; purified PglD enzyme, DTNB colorimetric CoA detection; inhibition, % at 12.5 µM; in the data active = inhibition above about 16%, passing the limit was not always enough; inconclusive = no clear call, values can overlap the other calls; note: strong numbers were not always called active
ERp5 inh = inhibitors of ERp5-driven insulin aggregation, primary screen, biochemical, turbidity, absorbance 650 nm, single point; Protein disulfide-isomerase A6 (Homo sapiens), Q15084; 90 min; inhibition, % at 9.99 µM; 350,000 tested, 0.05% active;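 active = mean replicate inhibition above about 25%, with every replicate also reaching it, limit read from the data, passing the limit was not always enough; inconclusive = only one of those two criteria met; inactive = neither criterion met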
DENV2 CPE = inhibitors of DENV2 cytopathic effect, primary screen, cell-based, plate reader, single concentration. DENV2-infected cells, cytopathic effect rescue. CPE inhibition, % at 9.99 µM. 350,000 tested, 1.7% active. AID 651640, 2012; in the data active = CPE inhibition above about 20%, passing the limit was not always enough; inconclusive = no clear call, values can overlap the other calls; tested in BHK-21 cells;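 note: 0% = median of neutral control wells and 100% = median of positive control wells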
SIRT5 inh = SIRT5 desuccinylase inhibitors, primary screen, biochemical, fluorescence imaging, single point, set 5. NAD-dependent protein deacylase sirtuin-5, mitochondrial (Homo sapiens), Q9NXA8. Purified SirT5, succinyl-peptide AMC, trypsin-coupled fluorescence. inhibition, % at 15 µM. 330,000 tested, 1.1% active. AID 652115, 2013; in the data active = inhibition above about 15%; inconclusive = no clear call, values can overlap the other calls
Target sequence (Q9NXA8 whole entry, looked up): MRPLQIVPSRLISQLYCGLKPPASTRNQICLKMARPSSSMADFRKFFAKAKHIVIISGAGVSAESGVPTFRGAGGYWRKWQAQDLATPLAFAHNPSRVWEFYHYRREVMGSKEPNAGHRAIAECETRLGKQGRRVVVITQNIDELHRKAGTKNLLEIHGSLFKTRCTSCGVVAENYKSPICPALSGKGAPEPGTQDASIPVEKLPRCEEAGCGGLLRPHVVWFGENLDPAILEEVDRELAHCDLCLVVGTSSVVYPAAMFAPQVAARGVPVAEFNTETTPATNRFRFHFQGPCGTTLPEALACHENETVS
C2C12 statin = suppressors of statin myotoxicity in C2C12 myotubes, primary screen, cell-based, single point, plate reader. C2C12 myotubes + simvastatin, ATP luminescence, 48 h; scaled: DMSO 0, geranylgeraniol control 100. rescue of ATP level, % at 7.49 µM. 330,000 tested, 0.78% active. AID 602340, 2012;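 active = mean ATP rescue above about 67%, or every replicate alone reaching that limit, limit read from the data, passing the limit was not always enough; inconclusive = no clear call, values can overlap the other calls; inactive = mean under the limit and some replicate under it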;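 note: myotubes were challenged with 10 µM simvastatin during compound exposure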
E-selectin induc = E-selectin induction in HUVECs, primary screen, imaging, HUVEC, immunofluorescence imaging, single point; activation, % at 7.58 µM; AID 686992, 2013; normalized: neutral wells 0, TNF-alpha wells 100; 260,000 tested, 0.37% active;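 active = mean E-selectin-positive cell signal at least 10% of the positive control, reached in at least 60% of replicates, without over 20% cell loss; inconclusive = no rule given, readout overlaps actives, possibly toxicity-flagged; inactive = the rest, including those meeting only one limit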;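 note: in these data hits start at about 27%; measured in HUVEC primary endothelial cells; signal is the percent of cells scored E-selectin positive by PE staining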
Target sequence (P16581 whole entry, looked up): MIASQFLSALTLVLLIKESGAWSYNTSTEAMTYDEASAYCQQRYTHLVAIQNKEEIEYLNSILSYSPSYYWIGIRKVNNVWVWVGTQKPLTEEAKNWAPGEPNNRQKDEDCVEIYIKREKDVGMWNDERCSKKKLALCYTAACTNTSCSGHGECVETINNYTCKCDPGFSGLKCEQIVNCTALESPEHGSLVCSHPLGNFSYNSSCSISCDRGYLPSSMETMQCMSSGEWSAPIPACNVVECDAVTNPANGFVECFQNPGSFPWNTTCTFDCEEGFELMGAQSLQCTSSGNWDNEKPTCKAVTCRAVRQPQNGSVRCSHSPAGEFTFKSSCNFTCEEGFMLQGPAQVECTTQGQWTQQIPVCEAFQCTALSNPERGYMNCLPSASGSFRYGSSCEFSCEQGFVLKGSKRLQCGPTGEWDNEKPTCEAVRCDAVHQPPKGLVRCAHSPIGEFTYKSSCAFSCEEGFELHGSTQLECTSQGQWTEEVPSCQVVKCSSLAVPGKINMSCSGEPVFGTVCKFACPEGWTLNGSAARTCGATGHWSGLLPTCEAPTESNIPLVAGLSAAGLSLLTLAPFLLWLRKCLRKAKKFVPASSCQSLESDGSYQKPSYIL
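Read-out basis: % PE-positive cells; Test system: HUVEC primary endothelial cells; Technique: immunofluorescence imaging; Dosing: single-point compound dose.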
S100A4 MyoIIA = inhibitors of S100A4-myosin IIA peptide binding, primary screen, biochemical, fluorescence polarization, TAMRA-MyoIIA peptide. Protein S100-A4 (Homo sapiens), P26447. inhibition, % at 10.7 µM. 360,000 tested, 0.14% active;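 active = mean inhibition of at least 70% across replicates, with every replicate also reaching that level; inconclusive = mean inhibition reaches 70% but some replicates fall short; inactive = mean inhibition below 70%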
Target sequence (P26447 whole entry, looked up): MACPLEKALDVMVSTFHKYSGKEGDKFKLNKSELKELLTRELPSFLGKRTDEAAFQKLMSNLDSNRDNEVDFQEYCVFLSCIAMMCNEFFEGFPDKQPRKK
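Material: human S100A4 monomer with TAMRA-labelled myosin IIA peptide; buffer or medium: HEPES pH 7.2 with CaCl2, KCl, NaCl, DTT, Triton; compound dosing: one concentration per compound; schedule: 5 min incubation before reading; benchmarks: neutral control DMSO, positive control TFP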
Active calls of the source: *; ? = inconclusive; . = no result given; & = joins results of further samples. Not all compounds are listed, so the mix of outcomes need not match the whole.

Molecule	DENV2 CPE	C2C12 statin	SIRT5 inh	ERp5 inh	PglD DTNB	E-selectin induc	S100A4 MyoIIA
CC1(c2ccccc2)NC(=O)N(CC(=O)NCCN2C(=O)S/C(=C\c3cccnc3)C2=O)C1=O (stereo not given)	13	23	1	-5	-1	.	0
Cc1cc(C)nc(NS(=O)(=O)c2ccc(N3Cc4ccccc4C3=O)cc2)n1	?	.	-3	6	.	.	-4
C[C@H]1CCCCO[C@@H](CN(C)C(=O)Nc2ccccc2)[C@@H](C)CN([C@@H](C)CO)C(=O)c2cc(NC(=O)Nc3ccc(C(F)(F)F)cc3)ccc2O1	36*	.	-6	.	.	0.6	.
CCOC(=O)CN1C(=O)C(=O)N(Cc2cccc(C)c2)C1=O	?	4	-6	5	4	.	-2
CCCCNC(=O)CCCN1C(=O)c2cccnc2Sc2ccccc21	11	6	-4	1	-7	0.0	-1
O=C(CNc1ccc(Br)cc1)NC(=O)NC1CCCCC1	5	-10	1	-5	-4	0.7	3
O=C(c1c[nH]c(C(=O)N2CCN(c3ccccc3F)CC2)c1)c1cccc(Cl)c1Cl	-2	-24	3	2	-5	1.2	-13
O=C(Nc1cccc2ccccc12)c1ccc2sc([C@@H]3O[C@H](CO)[C@H](O)[C@H](O)[C@H]3O)nc2c1	-5	-4	.	-9	-3	-0.1	-1
CN1c2ccc(-c3cccc(F)c3)cc2[C@@H]2[C@@H](CCN2C(=O)c2ccncc2)[C@H]1CO	.	0	.	.	3	0.8	.
O=C(C1=C[C@H](C2CC2)C[C@H](OCc2ccc(CO)cc2)O1)N1CCN(Cc2ccc3c(c2)OCO3)CC1	2&-10	-6	-3	0&0	1	-0.2	-3&-12
C[C@@H]1CN([C@@H](C)CO)C(=O)Cc2cc(NS(=O)(=O)c3cn(C)cn3)ccc2O[C@@H]1CN(C)C(=O)Nc1cccc2ccccc12	-3	35	-16	-1	-4	-1.6	-3
CC(C)(C)C(=O)N1CCC2CC1c1cc(-c3ccc4c(c3)OCO4)ccc12 (stereo not given)	6	12	1	4	2	6.6	28
O=C(CNC(=O)c1ccc(Cl)cc1)NCc1ccccn1	-5	-1	-4	-1	-5	.	4
O=C(c1cccc(F)c1)N1CC2(C1)[C@@H](c1ccccc1)[C@@H](CO)N2C(=O)C1CCCC1	78*	.	-15	-3	.	-0.1	-4
CCN1C(=O)c2cccc3c(S(=O)(=O)N4CCCC4C(=O)O)ccc1c23 (stereo not given)	0	-1	4	1	5	0.0	-6
CC1(C(=O)Nc2ccc3c(c2)OCO3)CCN1C(=O)Cc1cc(F)ccc1F (stereo not given)	-2	2	1	2	2	0.0	-2
COc1ccccc1NC(=O)N(C)C[C@H]1Oc2cc(Br)ccc2S(=O)(=O)N([C@@H](C)CO)C[C@@H]1C	-5	10	0	-3	3	0.6	35
COc1ccc(C(=O)c2ccc(OC)c(Br)c2)cc1Br	4	.	6	-1	11	-0.7	-14
CCCC(=O)OC[C@H]1CN(C2CCCC2)S(=O)(=O)c2c(Oc3ccc(C(C)(C)C)cc3)cccc2O1	8	.	-1	3	.	3.2	1
Cc1cc(OCC(=O)NCCc2c[nH]c3ccccc23)c2c(C)c(C)c(=O)oc2c1	4	-17	5	-2	-1	.	1
Cc1cccc(C)c1N1CCN(S(=O)(=O)c2ccccc2)CC1	-7	.	-3	3	.	.	0
Cc1ccc(NCc2nnc(SCC(=O)O)n2Cc2ccccc2)cc1Cl	0	.	-3	-9	-4	.	-6
CC(C)OCCCNC(=O)c1ccccc1NC(=O)C1=CSCCO1	3	-5	5	-8	-1	.	1
COc1ccccc1-c1cnc2c(c1)C(=O)N([C@@H](C)CO)C[C@H](C)[C@@H](CN(C)CC1CCCC1)O2	14	-21	-6	-3	-3	-0.5	9
CCn1cc(C(=O)O)c(=O)c2cc(F)c(N3CCN(C(=S)NC(=O)c4ccc(F)cc4)CC3)cc21	-1	10	1	3	6	0.0	0
O=S(=O)(Nc1ccc2c(c1)OCO2)c1ccc(Cl)cc1F	-7	-6	0	-5	4	.	-16
CC1=CC(C)C(C[N+]2(C)CCCCC2)C(C)C1 (stereo not given)	20	.	-6	1	.	.	0
c1ccc(OCc2noc(CN3CCC(C4CCCCC4)C3)n2)cc1 (stereo not given)	-5	.	-5	-4	.	0.0	-5
NC(=O)NC(c1ccc(Cl)cc1)c1ccccc1Cl (stereo not given)	0	.	-4	4	.	0.3	-2
Clc1ccc(C2=NCCn3nc4ccccc4c32)cc1	?	12	-2	5	0	0.1	-7

More records
Molecule	DENV2 CPE	C2C12 statin	SIRT5 inh	ERp5 inh	PglD DTNB	E-selectin induc	S100A4 MyoIIA
COCC(=O)Nc1ccc2c(c1)C(=O)N(C)[C@H]1CC[C@@H](CC(=O)NC3CCCC3)O[C@H]1CO2	4	-5	.	.	-3	-0.1	.
CC(C)NC(=O)NC(=O)CSc1ncccn1	-1	.	-10	0	.	3.8	-2
COC(=O)C1(CC2CC(c3cccc(Br)c3)=NO2)CCN(C(=O)OC(C)(C)C)CC1 (stereo not given)	7	2	3	-4	-3	1.7	-24
Cc1c(NC(=O)c2ccc(-c3ccccc3)cc2)cccc1C(=O)O	-8	-3	.	1	-30	0.7	0
O=C(CCc1nnc(-c2ccsc2)o1)N1CCc2c(Cl)cccc2C1	-3	3	-1	5	5	-0.2	-3
C[C@H](CO)N1C[C@H](C)[C@@H](CN(C)Cc2ccc(Oc3ccccc3)cc2)Oc2ccc(NC(=O)Nc3cccc4ccccc34)cc2C1=O	20	.	8	-1	-1	.	3
Cc1ccccc1-c1ccc([C@H]2[C@H]3CN(C(=O)Cc4ccccn4)CC(=O)N3[C@H]2CO)cc1	-3	.	3	5	.	-0.5	29
Cc1cc(C)n(C(=O)CCCn2nc(C)c([N+](=O)[O-])c2C)n1	12	.	-5	-4	.	.	-1
CC(C)NC(=O)Nc1ccc2c(c1)C(=O)N([C@H](C)CO)C[C@H](C)[C@@H](CN(C)C(=O)c1ccncc1)OCCCC[C@H](C)O2	-5	.	-4	-2	2	-0.1	3
Cc1cccc(-c2ccc([C@H]3[C@H](CO)N4CCCCN(S(=O)(=O)c5cn(C)cn5)C[C@@H]34)cc2)c1	-12	.	-2	-3	2	0.1	3
COc1ccc(CNCc2cccc(Cl)c2)cc1	15	.	-7	4	30*	-0.1	0
Cc1cc(S(=O)(=O)Nc2ccc(C(=O)NCC(c3ccco3)N3CCCC3)cc2)ccc1F (stereo not given)	3	5	3	5	2	0.2	-5
COc1ccc(C2=Nc3ccccc3C2(O)CCN2C(=O)c3ccccc3C2=O)cc1 (stereo not given)	2	1	2	1	-1	0.1	-3
Cc1nn(-c2ccccc2C(F)(F)F)c(=O)c2noc(C)c12	0	.	-4	6	.	.	-15
CCOC(=O)c1cc(C(C)(C)C)n(CCCN2CCOCC2)c1C	-4	.	-1	3	.	.	2
COc1cccc(CNC(=O)Cc2ccc(OC)c(S(=O)(=O)N3CCOCC3)c2)c1	10	.	-6	-2	.	-0.1	-8
O=C(Nc1nnc(SCC(=O)N2CCOCC2)s1)c1ccccc1Cl	-3	7	1	0	-4	.	-4
O=C(c1ccc2ccccc2c1)C1CCCN(C(=O)CCn2cnnn2)C1 (stereo not given)	?	-3	-2	3	-1	-0.2	-1
COc1ccc(NC(=O)CSc2cc(C)nc3c(-c4ccccc4)cnn23)cc1	4	.	-3	1	.	.	1
COc1ccc(C2Nc3ccccc3C(=O)N2NS(C)(=O)=O)cc1 (stereo not given)	-6	.	0	-5	.	.	17
Cc1nn(-c2ccccc2)c(C)c1/C=N/NC(=O)CSc1nc2ccccc2c(=O)n1-c1ccccc1	7	.	-7	-5	.	.	1
CCC(=O)Nc1ccc2c(c1)C(=O)N(C)C[C@@H](OC)[C@H](C)CN(Cc1ccncc1)[C@@H](C)CO2	6	-2	4	6	0	0.1	11
COc1cccc2sc(N(CCCN(C)C)C(=O)c3sc4ccccc4c3Cl)nc12	0	.	.	1	0	.	-5
COc1ccc(S(=O)(=O)N2CCN(C(=O)c3ccco3)CC2)c(C)c1C	?	2	-4	-5	-6	0.1	4
COc1ccccc1NC(=O)c1ccc2c(c1)N(CC(=O)NC(C)(C)C)C(=O)C(C)(C)O2	15	-3	0	4	-1	-0.1	1
CC(C)c1ccc(NC(=O)C(c2ccccc2)N(C)C(=O)CCc2c[nH]c3ccccc23)cc1 (stereo not given)	0	9	-3	-2	0	-0.2	-2
O=C(NCC[C@@H]1CC[C@@H](NS(=O)(=O)c2cccc(F)c2)[C@H](CO)O1)C1CCCC1	3	-1	-1	4	4	0.1	40
O=C(NCC1CCCN1S(=O)(=O)c1ccccc1)c1cccc(Cl)c1 (stereo not given)	1	-20	3	-2	6	-2.1	-4
C[C@@H]1CN([C@@H](C)CO)C(=O)Cc2cc(NC(=O)c3ccncc3)ccc2O[C@H]1CN(C)S(C)(=O)=O	6	-3	1	-7	0	-6.8	1
Cc1ccc(C(=O)OCC(=O)NC2CC2)cc1S(=O)(=O)N1CCOCC1	6	6	-6	1	.	-1.4	1

Next part.
Molecule	DENV2 CPE	C2C12 statin	SIRT5 inh	ERp5 inh	PglD DTNB	E-selectin induc	S100A4 MyoIIA
O=C(Nc1cccc(F)c1)N1CC(=O)N2[C@H](C1)[C@@H](c1ccc(-c3ccccc3)cc1)[C@@H]2CO	-3	.	2	1	.	0.0	-4
COc1ccc(S(=O)(=O)Nc2ccc3c(c2)C(=O)N([C@@H](C)CO)C[C@@H](C)[C@@H](CN(C)C(=O)Nc2ccccc2)O3)cc1	7	5	1	-5	6	0.1	-8
COc1ccccc1NC(=O)CS(=O)(=O)c1cn(CC(=O)N2CCOCC2)c2ccccc12	15	.	-7	2	.	2.3	-7
Cc1ccc(-c2nc(CN3CCCCC3CCN3CCCC3=O)c(C)o2)o1 (stereo not given)	-5	-12	0	4	-1	.	0
O=C(Nc1ccc(C(F)(F)F)cc1)N[C@@H]1CC[C@@H](CC(=O)N2CCCCC2)O[C@H]1CO	3	2	1	5	-3	0.0	-4
COCC(=O)N(Cc1cc2cccc(C)c2[nH]c1=O)c1ccccc1	?	10	-6	3	-2	0.1	0
CC(=O)Nc1ccc(S(=O)(=O)NCc2nc(-c3ccc(C)cc3)no2)cc1	-3	2	-2	0	-1	.	-16
C[C@@H]1CN([C@@H](C)CO)C(=O)Cc2cc(NC(=O)C3CCCCC3)ccc2O[C@@H]1CN(C)C(=O)Nc1ccccc1	-3	15	3	1	1	-0.1	-6
COc1ccccc1N1CCN(C(=O)c2cc(C(=O)N3CCN(c4ccccc4OC)CC3)cc([N+](=O)[O-])c2)CC1	-5	-4	-1	-2	-4	.	-1
CN(C)S(=O)(=O)c1ccc(C(=O)NCc2nc3ccccc3s2)cc1	-3	2	0	2	-3	0.0	-2
CCOc1ccc(S(=O)(=O)N(C)c2ccc(OCC(=O)NCC3CCCO3)cc2)cc1 (stereo not given)	5	8	-3	4	-2	1.4	0
COc1cccc(S(=O)(=O)N2CCCCN3[C@H](CO)[C@H](c4ccc(-c5ccncc5)cc4)[C@@H]3C2)c1	14	.	3	3	2	-0.8	.
